Screens from PubChem.
TCR activator = Activators of T cell receptors: qHTS campaign; 330,000 tested, under 10 active; primary human leukocytes, anti-CD3, IL-2 HTRF, 48 h; Potency, µM (highest dose often 9.22 µM), for inactives: top-dose activation of IL-2 secretion, most hits filed as activators; also: % of control where 0% means no effect
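Primary human leukocytes incubated 48 hr with anti-CD3 beads plus compound, without co-stimulation. Secreted IL-2 measured by HTRF (europium cryptate/d2 anti-IL-2 pair, 320 nm excitation, 665 nm emission).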
a7 integrin act = qHTS for Activators of Integrin-Mediated Alleviation for Muscular Dystrophy | alpha7betagal myoblasts, beta-gal FDG fluorescence, 48 h | 350,000 compounds, 0.064% hits | Potency, µM (doses to about 38.3 µM), for the others: top-dose activation, most hits filed as activators;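 also: potency is read from the fitted curve at half-maximal effect; 100% = response of the positive control SU9516; nearly all actives have a fitted effect of over 60% in size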
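alpha7betagal+/- myoblasts (passage 13, 250/well) treated 48 h at 37C with compounds at 1:260 dilution of DMSO stock. Lysed, then beta-galactosidase activity read as FDG fluorescence (ex 480/em 540) after 30 min, with pre-read for autofluorescence.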
PTAP TSG101 blk = qHTS Assay for Iinhibitors of HIV-1 Budding by Blocking the Interaction of PTAP/TSG101 | Potency, µM (top dose mostly 115 µM), without a hit: top-dose activity change, negative = inhibition, usual class: inhibitors | Fluorescence polarization, FITC-PTAP peptide / Tsg101 binding | 340,000 tested, under 10 active; active = well fitted inhibition curve with a large enough effect in the main read-out, with a control signal flat, not every such curve was filed as active; inconclusive = small, poorly fitted or top-dose-only effect, or effect the other way, or a change in a side signal; inactive = no such curve, though single readings can be large or run the other way; also: potency is read from the fitted curve at half-maximal effect; % of control where 0% means no effect
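Steps: Tsg101 binding domain dispensed (10 uM final), compounds pinned in DMSO, FITC-labeled PTAP-motif peptide added (50 nM final); after 20 min binding at room temperature, polarization measured.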
Eya2 phos inh = qHTS Assay for Inhibitors of the Phosphatase Activity of Eya2. recombinant Eya2, OMFP fluorescence dephosphorylation (OMFP is methylfluorescein phosphate). Potency, µM (doses to about 76.9 µM), for inactives: at the highest dose activity, negative = inhibition, hits mostly inhibitors. 330,000 compounds, 0.006% hits. AID 488837, 2010; also: potency is read from the fitted curve at half-maximal effect; % is scaled to controls: 0 for no effect and ±100 for the full control effect
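Eya2 (0.2 uM) preincubated 10 min at ambient with compound, then OMFP substrate added at 50 uM; 10 min reaction in 50 mM HEPES pH 7.5, 50 mM NaCl, 5 uM MgCl2, 0.05% BSA, 1 mM DTT. Fluorescence read at Ex 485/Em 525 nm.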
ASM inhibitor = Inhibitors of Secretory Acid Sphingomyelinase (S-ASM): qHTS. Sphingomyelin phosphodiesterase (Homo sapiens), P17405. placental ASM, HMU-PC fluorogenic substrate, 60 min. Potency, µM (highest dose often 57.5 µM), for the others: at the highest dose activity change, negative = inhibition, actives largely listed as inhibitors. 340,000 compounds, 0.006% hits; also: potency is read from the fitted curve at half-maximal effect
Target sequence (P17405 47-631 limits assumed): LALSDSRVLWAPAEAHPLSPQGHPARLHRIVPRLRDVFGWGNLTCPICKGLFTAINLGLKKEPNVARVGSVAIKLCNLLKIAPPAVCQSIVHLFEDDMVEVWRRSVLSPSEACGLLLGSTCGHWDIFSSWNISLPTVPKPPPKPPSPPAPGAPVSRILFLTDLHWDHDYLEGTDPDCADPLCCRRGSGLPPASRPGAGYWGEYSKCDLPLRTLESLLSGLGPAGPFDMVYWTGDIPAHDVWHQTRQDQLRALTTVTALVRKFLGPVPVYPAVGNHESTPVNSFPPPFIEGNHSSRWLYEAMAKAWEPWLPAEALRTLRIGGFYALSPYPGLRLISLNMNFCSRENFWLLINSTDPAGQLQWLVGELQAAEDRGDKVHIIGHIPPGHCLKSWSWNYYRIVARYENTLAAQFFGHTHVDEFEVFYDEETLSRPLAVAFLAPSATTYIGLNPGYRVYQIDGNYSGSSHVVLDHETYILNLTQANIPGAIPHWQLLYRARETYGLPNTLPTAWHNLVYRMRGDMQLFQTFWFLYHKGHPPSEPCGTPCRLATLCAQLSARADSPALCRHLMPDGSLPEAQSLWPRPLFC
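Fluorescence read-out (Ex 386 nm, Em 447 nm) after stopping the reaction at pH 10. Enzyme: ASM from human placenta; substrate HMU-PC0, 9 uM final; 60 min, 37 °C. Compound preincubation 10 min, ambient temperature.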
ELG1 repair inh = qHTS screen for small molecules that inhibit ELG1-dependent DNA repair in human embryonic kidney (HEK293T) cells expressing luciferase-tagged ELG1. HEK293T ELG1-luciferase reporter, luminescence, 16 h; DNA damage induced by 5-fluorouridine. Potency, µM (series often up to 46.1 µM), inactives show at the highest dose activity change, negative = inhibition, actives largely listed as inhibitors. 330,000 compounds, 2.3% hits; also: potency is read from the fitted curve at half-maximal effect; % is scaled to controls: 0 for no effect and ±100 for the full control effect; nearly all actives have a fitted effect of over 55% in size
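Luminescence from the luciferase reporter, measured 30 min after ONE-Glo reagent at room temperature, was the read-out. Beforehand, 2,000 cells per well were exposed for 16 hr at 37 °C to 5-fluorouridine together with compound or vehicle.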
Mito fusion yeast = qHTS Assay for Small Molecule Inhibitors of Mitochondrial Division or Activators of Mitochondrial Fusion. S. cerevisiae fusion-defective mutant growth rescue, CellTiterGlo 48 h. Potency, µM (series often up to 46.1 µM), without a hit: at the top dose growth rescue (activation), hits mostly activators. 320,000 compounds, 0.23% hits. AID 485298, 2010;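 also: potency is read from the fitted curve at half-maximal effect; % of control where 0% means no effect; nearly all actives have a fitted effect of over 45% in size; temperature-sensitive fusion mutants such as fzo1-1 at 37 °C on non-fermentable ethanol glycerol medium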
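Luminescent cell viability in 1536-well qHTS format served as the measure of rescued growth in ts fusion-mutant S. cerevisiae cultured on non-fermentable YPEG for 48 hours at 37C.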
TSHR antag = Antagonists of the Thyroid Stimulating Hormone Receptor: HTS campaign | 330,000 compounds, 0.2% hits | activity change, negative = inhibition, % at 11.5 µM | TSHR-expressing cells, TSH-stimulated cAMP HTRF, 2 h; active compounds read low | Thyrotropin receptor (Homo sapiens), P16473 | AID 504810, 2011;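 active = activity change below a set negative limit, meaning inhibition stronger than a set level, cut at about -70% in these data; inconclusive = activity change between two set negative limits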; also: % is scaled to controls: 0 for no effect and ±100 for the full control effect
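Inhibition of cAMP made by TSHR-expressing cells under TSH stimulation (4nM final, EC80; 2 h, 37 deg C) is quantified with a one-step lysis HTRF kit, anti-cAMP cryptate versus cAMP-d2.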
Tb PFK block = qHTS Assay to Find Inhibitors of T. brucei phosphofructokinase; ATP-dependent 6-phosphofructokinase (Trypanosoma brucei brucei), O15648; T. brucei PFK, ADP-Glo luminescence; Potency, µM (top dose mostly 57.5 µM), for inactives: top-dose activity, negative = inhibition, actives largely listed as inhibitors; 330,000 compounds, 0.17% hits; AID 485367, 2010;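 also: potency is read from the fitted curve at half-maximal effect; 0% = uninhibited 1x PFK enzyme wells and -100% = no-enzyme wells; nearly all actives have a fitted effect of over 60% in size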
Target sequence (O15648 whole entry, looked up): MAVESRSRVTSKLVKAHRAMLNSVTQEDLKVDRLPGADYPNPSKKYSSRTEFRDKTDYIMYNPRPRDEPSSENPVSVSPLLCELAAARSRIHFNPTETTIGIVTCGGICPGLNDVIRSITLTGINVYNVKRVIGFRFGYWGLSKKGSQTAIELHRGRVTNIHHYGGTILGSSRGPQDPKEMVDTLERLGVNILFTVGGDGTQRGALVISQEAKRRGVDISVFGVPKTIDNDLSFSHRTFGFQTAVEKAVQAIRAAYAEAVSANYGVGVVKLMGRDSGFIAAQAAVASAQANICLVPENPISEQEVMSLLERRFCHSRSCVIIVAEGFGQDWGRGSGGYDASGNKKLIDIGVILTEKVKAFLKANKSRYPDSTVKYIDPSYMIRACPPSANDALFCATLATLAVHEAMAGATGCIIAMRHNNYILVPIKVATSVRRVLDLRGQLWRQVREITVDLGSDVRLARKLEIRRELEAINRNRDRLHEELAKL
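Luminescent ADP detection (ADP-Glo, two-step: ATP depletion then ADP-to-ATP conversion for luciferase) reported PFK activity after 45 min room-temperature reaction of 1.25 nM enzyme with 0.5 mM F6P and 0.1 mM ATP at pH 8.0.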
Chronic BCR inh = qHTS Assay to Find Inhibitors of Chronic Active B-Cell Receptor Signaling; ABC-DLBCL IkBa-CBG/CBR reporter, luminescence ratio, 4 h; 340,000 compounds, 0.05% hits; Potency, µM (highest dose often 46.1 µM), inactives show at the highest dose ratio change, negative = lower green/red ratio, usual class: inhibitors; AID 493014, 2011; active = well fitted inhibition curve with a large enough effect in the signal ratio, with a control signal flat, not every such curve was filed as active; inconclusive = small, poorly fitted or top-dose-only effect, or effect the other way, or a change in a side signal; the % refers to the signal ratio;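 also: potency is read from the fitted curve at half-maximal effect; plate controls were basal doxycycline-induced cells for no effect and cells given 10 µM MG132 for full effect; MG132 reads +100%, hits lower the ratio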
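TMD8 human ABC-DLBCL cells with doxycycline-inducible IκBα–green luciferase fusion and unfused red luciferase, in 0.5% FBS medium; compounds up to 46 uM, 4 h at 37C. Green/red luminescence ratio, filter-overlap corrected, fitted to concentration-response curves.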
AT treatment = qHTS Assay for Identifying a Potential Treatment of Ataxia-Telangiectasia | […] A-T fibroblasts, KAP-1 phosphorylation AlphaLISA; neocarzinostatin DNA damage 30 min before lysis | Potency, µM (highest dose often 57.5 µM), for the others: top-dose activation, usual class: activators | 320,000 compounds, 0.19% hits | AID 485349, 2010; also: potency is read from the fitted curve at half-maximal effect; % of control where 0% means no effect; nearly all actives have a fitted effect of over 45% in size
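ATM-like activity read as KAP-1 phosphorylation via AlphaLISA donor/acceptor antibody pairs after lysis and 6 hr at 25C. Cells were ATM-null patient fibroblasts ([…], hTERT), dosed 60 min, then exposed to the DSB inducer NCS for 30 min.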
The depositor's hits bear a star; ? = inconclusive; nt = no result given; [ ] = another dose, or the depositor's remark. Unless noted, calls follow the shape of the dose curve; as a rule, active = well fitted curve in the direction sought with a large enough effect; inconclusive = small, poorly fitted or top-dose-only effect, or another doubt; inactive = no such curve, though single readings can be large; an effect the other way counts as inactive or inconclusive.

SMILES	TCR activator	a7 integrin act	PTAP TSG101 blk	Eya2 phos inh	ASM inhibitor	ELG1 repair inh	Mito fusion yeast	TSHR antag	Tb PFK block	Chronic BCR inh	AT treatment
CCOC(=O)CN(C(=O)Cn1nnc2ccccc21)C(C(=O)NCCOC)c1ccccc1C (stereo not given)	-7.6%	19.0%	-1.5%	10.9%	5.5%	-4.2%	1.7%	-3.6	-1.1%	2.5%	-0.9%
O=C(C1CCC1)N1CCC(c2nc3c(nnn3Cc3c(F)cccc3Cl)c(=O)[nH]2)CC1	-0.2%	2.8%	-7.5%	-7.3%	-9.0%	?	0.0%	-11.0	-0.8%	2.1%	10.7%
CC1(c2ccccc2)CC(c2ccccc2)=Nc2nonc2N1 (stereo not given)	-4.6%	-14.0%	-7.0%	-12.9%	-3.3%	-5.1%	9.1%	9.0	4.9%	7.6%	-5.8%
Cc1ccc(Cn2cnc3c(cnn3-c3ccc(F)cc3)c2=O)cc1	-1.1%	-11.8%	-0.5%	6.4%	0.2%	?	-4.9%	-19.9	-1.3%	-6.4%	-5.6%
CCN(CCCNC(=O)C1CCN(S(=O)(=O)N2CCC3(CC2)OCCO3)CC1)c1ccccc1	-1.7%	-38.5%	-17.7%	10.4%	-0.3%	-10.3%	-1.6%	3.8	0.3%	0.6%	-5.7%
COc1cc2c(cc1OC)CN(C(=O)c1cc(C3CC3)nn1-c1ccccc1)CC2	-6.5%	4.3%	-1.3%	0.8%	-0.2%	?	24.2%	-0.4	4.4%	-3.2%	6.0%
O=C(NCc1ccccc1)c1cccnc1Sc1ccccc1	6.2%	-21.2%	-4.3%	-29.2%	3.2%	-8.2%	3.8%	71.0	-1.2%	?	?
Cc1nc(NC(=O)CSc2nc3cccnc3n2Cc2ccccc2)sc1C	2.7%	-24.8%	0.5%	-9.3%	2.8%	?	-3.0%	3.2	-16.7%	-1.4%	3.2%
Cc1noc(C)c1COc1cccc(C(=O)OC(C)C(=O)Nc2ccc3c(c2)OCO3)c1 (stereo not given)	nt	-9.3%	-11.5%	9.7%	-11.5%	?	4.6%	-12.8	-5.6%	?	-0.7%
COc1ccccc1-n1c(SCC(=O)O)nc2c(sc(=S)n2-c2ccc(Cl)c(C)c2)c1=O	5.2%	5.5%	-15.2%	-11.2%	15.9%	7.6%	-4.1%	-7.8	1.3%	6.6%	-1.5%
CCCCn1c(N)c(N(CC(C)C)C(=O)c2c(-c3ccccc3)noc2C)c(=O)[nH]c1=O	-7.0%	-39.6%	-3.4%	5.2%	2.3%	10.3%	-0.7%	-20.4	-2.4%	2.2%	-0.9%
Nc1ccccc1C(=O)Nc1cccc(C(=O)O)c1	-0.8%	22.8%	-0.1%	-18.3%	3.4%	-30.0%	-2.8%	4.8	-7.6%	?	-0.4%
COc1ccc(S(=O)(=O)N(CC(=O)NN=C2CCN(C)CC2)c2cc(Cl)ccc2OC)cc1OC	1.7%	-13.2%	-6.0%	2.6%	1.7%	5.8%	3.4%	-5.6	2.7%	3.7%	-2.4%
N#CC(=C=[N-])/C=C(\C(=O)c1ccccc1)[n+]1ccccc1	-3.6%	0.4%	-2.8%	?	-1.5%	-7.9%	-4.0%	9.8	7.9%	6.2%	2.7%
Cc1ccc(C(=O)/C=C/c2cn(CC(O)CN3CCOCC3)c3ccccc23)cc1 (stereo not given)	5.9%[46.1 µM]	-35.9%	7.7%	-4.6%	173.8%[activator]	-23.5%	1.2%	-6.0	0.1%	-1.6%	23.2%
CSc1ccc(/C=C(\NC(=O)c2ccco2)C(=O)N2CCCCC2)cc1	-3.9%	-19.7%	-7.2%	-1.5%	1.3%	6.6%	4.7%	3.9	0.0%	3.0%	-12.6%
O=C(Nc1nccs1)c1ccc(Cl)c([N+](=O)[O-])c1	-3.1%	-51.7%[inhibitor]	-2.6%	-14.3%	-5.3%	-0.1%	0.5%	-22.2	?	?	-1.7%
O=C(COC(=O)c1ccc(Br)o1)Nc1nc2ccccc2s1	-49.9%	6.1%	-0.3%	-27.4%	-8.6%	14.4%	-4.3%	-3.8	1.7%	1.0%	2.4%
O=C(Nc1ccc(N2CCCC2)c(Cl)c1)c1ccccc1[N+](=O)[O-]	-1.2%[46.1 µM]	15.8%	-5.4%	-26.4%	5.9%	?	25.3%	1.0	4.6%	?	-2.0%
Cc1ccc(C)c(S(=O)(=O)N2CCN(C(=O)Cn3c(=O)cnc4ccccc43)CC2)c1	-2.7%	-11.1%	-0.9%	-5.2%	0.7%	-7.4%	-1.5%	0.6	0.0%	-6.3%	1.4%
O=C(CS(=O)(=O)c1ccccc1)Nc1cccnc1	nt	0.0%	0.4%	-5.0%	4.0%	11.4%	-2.9%	-0.6	-5.8%	-0.1%	0.1%
O=C(/C=C/c1ccc(Cl)cc1Cl)NCc1ccco1	-0.3%	11.3%	-4.1%	6.2%	-1.1%	?	-4.1%	-6.3	-1.9%	3.3%	6.5%
COc1cccc(C(=O)N=c2sc3cc(S(C)(=O)=O)ccc3n2C)c1	-9.1%	19.1%	-2.9%	-10.3%	3.4%	?	-5.1%	-9.4	-1.4%	2.3%	1.5%
O=C(c1cnn2ccccc12)N1CCN(C2CCCCC2)CC1	0.1%	3.2%	-1.3%	3.1%	-5.8%	?	-1.7%	-1.1	-0.1%	11.3%	0.2%
CNC(=O)CSc1nc(N)c2c3c(sc2n1)CCC3	4.1%	2.2%[7.66 µM]	-5.0%	-7.8%	-0.2%	29.2%	0.0%	6.7	1.0%	-7.9%	-0.5%
CSc1nc(=NC(C)=O)ss1	-4.7%	10.4%	-5.9%	-16.6%	8.8%	?	1.9%	14.2	-0.9%	9.5%	3.1%
O=C(CNC(=O)c1ccccc1Cl)c1ccccc1	-3.9%	?	-0.7%	9.2%	1.4%	?	2.7%	-4.6	1.5%	?	2.9%
C/C(=N\NC(=O)c1ccccc1F)c1ccc(C#N)cc1	4.9%	-29.0%	-6.8%	7.1%	1.9%	?	1.5%	2.3	-1.3%	?	1.1%
CCn1c(COc2ccccc2OC)nnc1SCC#N	-1.9%	6.3%	-8.0%	1.0%	0.1%	-10.1%	-1.1%	-11.9	-0.2%	-6.7%	-1.2%
COc1ccc(CCNC(=O)c2ccccc2OCc2c(C)noc2C)cc1	0.3%	-8.0%	-5.0%	12.4%	1.8%	-8.9%	3.4%	0.6	12.4%	0.2%	2.2%
COc1ccc(-n2c(SCC(=O)Nc3ccc(NC(C)=O)cc3)nc3ccccc3c2=O)cc1	5.1%	20.0%	-6.3%	-28.2%	-10.8%	?	11.8%	9.2	-3.8%	-1.4%	31.8%
CCOC(=O)c1[nH]c2ccccc2c1NC(=O)COC	5.9%	-22.8%	-3.7%	4.8%	3.3%	-1.8%	1.8%	4.0	-10.2%	?	4.1%
Cc1ccc(Sc2ncccc2C(=O)O)c(C)c1	8.8%[46.1 µM]	35.3%	-1.5%	2.7%	1.8%	17.9%	-0.1%	-6.8	-4.6%	-1.2%	-1.0%
COc1ccc(S(=O)(=O)Nc2ccncc2)c(C)c1C	-10.3%	3.5%	0.1%	7.3%	-1.3%	11.8%	-13.9%	-1.7	0.1%	-0.2%	0.0%
CCN1CCN(c2ccc(S(=O)(=O)N3CCCCC3)cc2NC(=O)/C=C/c2cccc(OC)c2OC)CC1	-5.9%	-57.5%[inhibitor]	-7.8%	-24.1%	3.8%	20.0%	6.2%	66.4	-18.1%	?	27.8%
